# CSN deneddyl inh – blocks human CSN-mediated cullin deneddylation. Q92905. Purified CSN, SCF-Nedd8-OG deneddylation, fluorescence polarization. inhibition, % at 12.5 µM. 360,000 tested, 0.38% active. AID 651999;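 active = pattern-corrected inhibition above about 35%, with an unprinted fluorescence ratio check between 0.5 and 1.5, limit read from the data, passing the limit was not always enough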;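 also: 0% = enzyme with substrate and 100% = substrate without enzyme; some results filed as inactive read as strong as hits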
#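 Assay system: HEK293T-derived human Csn5 enzyme; quantity: 0.24 nM enzyme; medium: Tris/NaCl/DTT buffer, pH 7.5; also added: substrate SCFSkp2-Nedd8OG, 10 nM; doses: 12.5 µM compound; schedule: 90 min reaction at room temperature; signal: FP; read-out: % inhibition of substrate cleavage by Csn5; benchmarks: substrate-only high control, full reaction low control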
# SUMO1 PPI mod – alters human SUMO1 binding to SIM partners; 360,000 tested, 0.33% active; SUMO1 binding to a labelled peptide, TR-FRET, 1 h; inhibition, % at 20 µM; P63165; in the data active = inhibition above about 37%
# TbMetRS inhib – blocks T. brucei methionyl-tRNA synthetase activity; inhibition, % at 11.9 µM; 360,000 tested, 0.4% active; AID 624268; purified T. brucei MetRS, ATP depletion, Kinase-Glo luminescence;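 active = inhibition above a per-plate cutoff of the control wells' mean inhibition plus 3 SD, cut at about 5.5% in these data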;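 also: 0% = DMSO wells median and 100% = median of wells with control inhibitor compound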
#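 Dosing: 11.9 µM single point; system: parasite MetRS enzyme; technique: luminescence of leftover ATP; times: 15 min enzyme-compound preincubation, 2 h reaction, 10 min detection, 25 °C; replicates: each compound tested once; read-out basis: percent inhibition relative to median high and low control wells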
# Rpn11 inh – Rpn11 (human) deubiquitinase inhibition; AID 588493; human 26S proteasome, Ub4-pepOG fluorescence polarization; 20S core pre-blocked with epoxomicin; 360,000 tested, 0.59% active; calls only at 20 µM;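 active = inhibition at 20 µM, scaled to each plate's controls, above about 33%, limit read from the data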
# DNMT1 inh – blocks human DNA methyltransferase DNMT1; DNMT1 molecular beacon, Hinp1I cleavage, fluorescence; inhibition (reported as % activation of signal), % at 10 µM; 360,000 tested, 0.83% active; AID 588458; in the data active = inhibition above about 50%
# PABP1 MLLE inh – blocks PAM2 peptide binding to the PABP1 MLLE domain. P11940. GST-MLLE / FITC-PAM2 fluorescence polarization. inhibition, % at 20 µM. 360,000 tested, 0.36% active; in the data active = inhibition above about 35%, passing the limit was not always enough;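 also: plate controls were DMSO wells with GST-MLLE for no effect and wells lacking GST-MLLE protein for full effect; some results filed as inactive read as strong as hits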
# Target sequence (P11940 whole entry, looked up, the tested form may be a part): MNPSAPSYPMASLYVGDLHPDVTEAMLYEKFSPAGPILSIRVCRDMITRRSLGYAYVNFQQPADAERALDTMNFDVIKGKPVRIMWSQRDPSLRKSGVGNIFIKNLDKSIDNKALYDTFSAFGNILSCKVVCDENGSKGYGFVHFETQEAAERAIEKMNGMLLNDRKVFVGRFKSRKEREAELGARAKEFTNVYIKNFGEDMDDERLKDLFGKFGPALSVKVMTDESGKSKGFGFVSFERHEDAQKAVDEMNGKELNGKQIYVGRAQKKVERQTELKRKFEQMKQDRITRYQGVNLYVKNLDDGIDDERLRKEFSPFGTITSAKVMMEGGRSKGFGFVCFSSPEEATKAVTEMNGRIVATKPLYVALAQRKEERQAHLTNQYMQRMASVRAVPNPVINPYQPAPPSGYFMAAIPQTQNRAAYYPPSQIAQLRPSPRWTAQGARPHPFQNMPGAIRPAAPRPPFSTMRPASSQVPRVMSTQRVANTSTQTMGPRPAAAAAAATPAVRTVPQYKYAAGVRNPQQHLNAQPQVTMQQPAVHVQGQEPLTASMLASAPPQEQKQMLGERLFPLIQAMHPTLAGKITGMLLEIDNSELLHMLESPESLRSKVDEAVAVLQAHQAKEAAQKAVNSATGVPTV
# NadD block – inhibitors of Staphylococcus aureus NadD | 360,000 tested, 0.78% active | purified NadD enzyme, colorimetric absorbance read-out | inhibition, % at 20 µM; in the data active = inhibition above about 26%; also: some compounds past the cut are filed as inactive
# Scp-1 inhibitor – Scp-1 (human) phosphatase inhibition; Q9GZU7; Recombinant Scp1, phosphopeptide, malachite green phosphate absorbance; inhibition, % at 20 µM; 340,000 tested, 0.88% active;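 active = inhibition above about 50% at 20 µM, limit read from the data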;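 also: plate controls were DMSO wells with enzyme for no effect and wells lacking enzyme for full effect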
# Target sequence (Q9GZU7 76-261 limits assumed): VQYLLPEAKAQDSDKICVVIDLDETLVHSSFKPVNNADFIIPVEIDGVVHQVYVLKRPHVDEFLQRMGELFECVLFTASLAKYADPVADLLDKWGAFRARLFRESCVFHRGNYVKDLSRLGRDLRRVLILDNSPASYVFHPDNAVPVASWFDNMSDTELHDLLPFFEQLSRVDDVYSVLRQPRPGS
#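 assay system = SCP-1 phosphatase catalytic domain, residues 76-261 | buffer or medium = 50 mM Tris acetate pH 5.5, 0.005% Tween-20, 10 mM MgCl2 | incubation = enzyme reaction 45 min at room temperature, colour 5 min, stabilisation 30 min | signal = Phosphate-binding colour reagent, absorbance read at 630 nm | measure = % inhibition at 20 µM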
# LMPTP inh – LMPTP (human) inhibition; P24666; recombinant LMPTP-A, OMFP fluorogenic substrate, fluorescence intensity; inhibition, % at 20 µM; 360,000 tested, 0.22% active;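 active = compounds that cut the enzyme signal by at least half of the control window in the single-dose screen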;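 also: plate controls were DMSO wells with enzyme plus substrate for no effect and substrate without enzyme for full effect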
# Target sequence (P24666 whole entry, looked up): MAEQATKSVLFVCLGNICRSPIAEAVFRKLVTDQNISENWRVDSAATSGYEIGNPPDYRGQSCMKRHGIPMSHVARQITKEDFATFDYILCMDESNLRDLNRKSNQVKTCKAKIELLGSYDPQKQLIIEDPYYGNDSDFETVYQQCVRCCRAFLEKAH
#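 Test system – LMPTP-A phosphatase enzyme · Quantity – 0.625 nM LMPTP-A final · Reagent – OMFP substrate, 400 µM final · Dosing – one test concentration per compound, 20 µM, with 3% DMSO overall · Timing – 50 min enzyme reaction at room temperature, protected from light · Detection – fluorescence intensity · Controls – substrate-only low control, DMSO enzyme-plus-substrate high control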
# STEP block – blocks human striatal-enriched tyrosine phosphatase; P54829; recombinant STEP, OMFP fluorogenic substrate, fluorescence; inhibition, % at 20 µM; 360,000 tested, 0.25% active; AID 588621;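 active = inhibition at 20 µM, scaled per plate between control wells, above about 37%, limit read from the data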;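 also: 0% = DMSO with enzyme and substrate and 100% = substrate only without enzyme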
#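 System: isolated STEP enzyme; schedule: 20 min enzyme reaction at room temperature, protected from light; medium: Bis-Tris buffer pH 6.0, 2.5 mM DTT, 0.005% Tween 20; signal: fluorescence, 480/540 nm; dosing: single compound dose of 20 µM, 1% DMSO final; also added: OMFP substrate, 25 µM final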
# * = called active by the depositor; i = inactive; . = not tested or not shown.
# The first four records, ahead of the listing:
SMILES,CSN deneddyl inh,SUMO1 PPI mod,TbMetRS inhib,Rpn11 inh,DNMT1 inh,PABP1 MLLE inh,NadD block,Scp-1 inhibitor,LMPTP inh,STEP block
Cn1cc([C@]2(O)C(=O)N(c3ccccc3)c3ccccc32)c2ccccc21,1.8,3.8,-0.3,.,.,.,.,.,0.2,.
CCc1c(C#N)c(SCCC(=O)Nc2ccc(OC)cc2)nc2c1C(=O)CC(C)(C)C2,-0.3,-3.2,-0.4,i,-5.2,8.6,-6.9,-10.9,3.4,7.2
O=C(COc1ccc(Br)cc1)Nc1ccc(Cc2ccncc2)cc1,-0.7,3.7,0.1,i,-3.5,-9.7,-1.9,2.2,-0.2,-2.2
CCn1ncc(Br)c1C(=O)N(C)C12CC3CC(CC(C3)C1)C2,-3.7,3.2,-0.7,i,-0.3,4.3,-4.1,-1.6,-2.5,3.4

# All compounds of this part, from the start:
SMILES,CSN deneddyl inh,SUMO1 PPI mod,TbMetRS inhib,Rpn11 inh,DNMT1 inh,PABP1 MLLE inh,NadD block,Scp-1 inhibitor,LMPTP inh,STEP block
Cn1cc([C@]2(O)C(=O)N(c3ccccc3)c3ccccc32)c2ccccc21,1.8,3.8,-0.3,.,.,.,.,.,0.2,.
CCc1c(C#N)c(SCCC(=O)Nc2ccc(OC)cc2)nc2c1C(=O)CC(C)(C)C2,-0.3,-3.2,-0.4,i,-5.2,8.6,-6.9,-10.9,3.4,7.2
O=C(COc1ccc(Br)cc1)Nc1ccc(Cc2ccncc2)cc1,-0.7,3.7,0.1,i,-3.5,-9.7,-1.9,2.2,-0.2,-2.2
CCn1ncc(Br)c1C(=O)N(C)C12CC3CC(CC(C3)C1)C2,-3.7,3.2,-0.7,i,-0.3,4.3,-4.1,-1.6,-2.5,3.4
CC(C)c1c(C(=O)N/N=C/c2cccc(OCc3ccc(F)cc3)c2)nnn1-c1nonc1N,3.6,1.0,-0.9,i,-17.1,-3.3,7.8,-5.5,7.0,0.9
COC(=O)/C(=C1/Oc2cc(C)oc(=O)c2S1)C(F)(F)F,4.5,17.4,-0.6,i,8.2,12.0,-6.9,-1.1,-1.2,-2.8
CCOC(=O)c1ccc(NC(=O)Cn2c(C)nc3c(sc(=S)n3CC)c2=O)cc1,1.2,-6.1,-0.3,i,-4.7,1.5,-3.5,-8.6,2.8,-0.3
CCOc1ccc(NC(=O)CN(C)S(=O)(=O)c2ccc3c(c2)CCC(=O)N3)cc1,2.1,6.1,-0.3,i,-0.7,-4.9,1.8,-17.2,-1.0,0.9
O=C(CSc1ncnc2ccccc12)Nc1cccc(S(=O)(=O)N2CCCC2)c1,2.0,-5.1,-0.4,i,-3.4,-7.7,-0.8,3.4,1.1,2.7
CC(Oc1ccc(Cl)cc1Cl)c1nc(-c2ccc(NC(=O)c3ccco3)cc2)no1 (stereo not given),1.3,-3.7,-0.1,i,-15.6,-7.8,0.7,-13.4,5.7,-0.3
CCCn1c(C(O)c2ccc3c(c2)OCO3)nc2ccccc21 (stereo not given),0.5,-2.1,-0.1,i,-0.6,-9.8,-3.0,-6.3,0.6,3.0
COc1cc(OC)cc(-c2cc(N)n(S(=O)(=O)Cc3ccccc3)n2)c1,-1.8,7.4,0.1,i,0.1,0.1,-5.1,-19.3,0.6,2.4
Cc1ccc(C)c(C(=O)C(C)OC(=O)c2cccn2C)c1 (stereo not given),3.2,4.0,-0.6,i,-1.7,-4.8,-0.5,-9.6,-1.0,-1.5
CCN(CC)S(=O)(=O)c1cc(C(=O)O)c(Cl)cc1Cl,1.8,0.0,0.2,i,1.4,6.6,9.2,-5.0,-2.1,1.9
O=C(/C=C/c1cccc(F)c1)N1CCc2ccccc21,8.4,-1.4,-0.1,i,3.5,-7.2,0.3,-4.6,1.1,-2.0
COc1ccc(NC(=O)C2CCN(S(=O)(=O)c3c(C)noc3/C=C/N(C)C)CC2)cc1,0.9,4.7,-0.1,i,-2.4,-7.7,-3.1,-9.1,-0.1,-2.0
Fc1ccc(-c2cc(C(F)(F)F)nc(-n3cncn3)n2)cc1,0.8,1.4,-0.2,i,-2.8,-4.1,-5.4,-6.5,-1.0,-1.4
O=C(COC(=O)CCC(=O)Nc1nccs1)NCc1ccco1,1.1,2.2,-2.2,i,-0.4,-17.7,4.5,0.2,-1.1,-4.0
COc1ccc(F)c(C2C(C#N)=C(N)Oc3n[nH]c(C(C)(C)C)c32)c1 (stereo not given),1.2,0.5,0.1,i,-8.3,-3.5,1.4,-10.5,1.2,1.1
COc1ccc(-n2c(=O)c3ccccc3n(CC(=O)Nc3ccccc3OC)c2=O)cc1,1.1,2.5,0.3,i,-1.1,-4.9,-3.0,-8.4,-2.0,-0.4
O=C(OCC(=O)N1CCCCCC1)c1cccs1,-3.4,1.4,-0.6,i,1.9,5.9,3.1,-1.6,0.9,-4.9
CCSc1nc2sc3c(c2c(=O)n1-c1ccccc1)CCN(C(C)C)C3,4.4,-9.3,-0.5,i,2.4,-69.7,7.7,-3.4,1.3,-0.6
COC(=O)N/N=C1\CCCc2c(C)cc(C)cc21,4.1,-0.3,-1.1,i,0.7,3.3,-5.3,6.2,-0.7,1.4
CSc1ccc(CN2CCC(C)(Oc3ccc(-n4ccnc4)cc3)C2)cc1 (stereo not given),0.7,-6.9,-0.2,i,-5.3,4.5,2.3,.,9.0,-0.4
Cc1onc(-c2c(F)cccc2Cl)c1C(=O)OCC(=O)NC(=O)NCC(C)C,3.0,1.2,-0.6,i,3.8,-2.9,-4.8,-5.2,-0.5,1.1
CN1C(=O)C(=C2CCCCCC2)SC1=S,1.9,-8.9,0.2,i,-1.5,33.3,-7.3,-4.9,1.0,7.3
CC1(C(=O)NS(=O)(=O)c2cccc(Cl)c2)CCN1C(=O)c1cccc(F)c1 (stereo not given),4.5,-1.4,-0.4,i,4.0,3.9,-1.9,.,-2.7,-2.9
COCCn1c(Cc2cccn2C)nnc1SCC(=O)Nc1nccs1,5.8,-0.8,-0.7,i,-2.1,8.9,0.7,-6.7,-0.3,-1.6
CC(=O)Nc1ccc(/C=N/NC(=O)CC2CCCCC2)cc1,-5.8,-9.4,0.4,i,0.2,5.3,0.6,.,-1.8,-3.2
Cc1[nH]c(=O)[nH]c(=O)c1/C=N/NC(=O)[C@H](CC(C)C)NC(=O)OC(C)(C)C,-1.3,-4.5,-0.4,i,2.0,-2.5,-2.0,8.2,-0.6,-2.0
COc1cccc(/C=C/C(=O)OCC(=O)c2ccccc2)c1OC,-2.0,-18.7,-0.2,i,-2.0,-0.1,-14.2,-15.5,0.7,-2.9
CC1(C)Oc2ccc3ccc(=O)oc3c2CC1O (stereo not given),1.8,-2.9,1.8,i,-6.8,-7.6,-3.2,-6.2,1.0,1.3
COc1ccc(C2CC(c3cccs3)=NN2C(=O)CSc2nncn2C)cc1OC (stereo not given),-8.1,-7.2,-0.6,i,0.7,-36.1,6.2,4.1,0.9,3.0
CCCCC[C@@H]1C=C(C(=O)O)[C@H](c2ccc(CC)cc2)N1S(=O)(=O)c1ccc(C)cc1,5.8,10.6,-0.4,i,9.1,12.2,-0.2,-0.1,0.9,-1.1
O=C(CSC1=NC(=O)C(c2ccccc2)C(=O)N1)Nc1ccccc1Cl (stereo not given),2.4,-0.2,-1.1,i,-1.0,16.8,4.5,-7.5,-0.2,-1.2
CCOC(=O)C1CCCN(C(=O)c2cn(C)c3ccc(S(=O)(=O)N(C)C)cc3c2=O)C1 (stereo not given),0.7,15.8,-0.1,i,8.0,-6.0,1.3,1.6,-1.4,-2.0
CCN(CC(=O)Nc1ccc(NC(C)=O)cc1)C(=O)c1cccnc1Sc1ccc(C)c(C)c1,0.3,3.3,-0.3,i,-1.4,-21.4,0.3,1.8,-2.2,2.3
CCn1c(CS(=O)Cc2ccc(Cl)cc2Cl)nnc1SCc1c(Cl)cccc1Cl (stereo not given),-8.4,-1.2,-0.5,i,-7.7,-82.2,-4.5,0.5,0.4,-2.0
Cc1nn(-c2ccccn2)c2c1C(=O)CC(C)(C)C2Br (stereo not given),-3.5,0.3,0.4,i,1.2,9.1,-0.9,-12.3,0.9,-2.7
Cc1c(Br)c([N+](=O)[O-])nn1C(C)C(=O)NCC1CCCO1 (stereo not given),0.1,-0.8,-0.9,.,-0.7,14.7,-1.2,-5.6,-0.3,2.6
CN(CC(=O)N1CCc2ccccc21)S(=O)(=O)c1cccc2cccnc12,-8.2,-0.6,-0.1,i,11.0,-9.7,-1.7,-9.1,-0.6,-0.2
O=C(COc1coc(CN2CCc3ccccc3C2)cc1=O)Nc1ccc(Cl)cc1,2.5,3.6,-0.2,i,4.3,21.9,6.7,9.1,1.2,-4.8
COc1ccc2oc(C(=O)N3CCCc4ccccc43)c(C)c2c1,3.1,0.6,-0.1,i,6.9,11.4,-5.9,-11.8,2.2,1.3
Cc1c(NS(=O)(=O)c2cc(C(=O)O)ccc2Cl)c(=O)n(-c2ccccc2)n1C,3.9,-0.7,-0.2,i,4.2,5.7,-1.3,4.0,-1.0,-0.6
CCOc1ccccc1NC(=O)COC(=O)C(CC(C)C)N1C(=O)C2CC=CCC2C1=O (stereo not given),20.1,0.8,-0.2,i,1.1,11.4,-5.4,-3.9,0.1,0.3
CC(C)Cc1csc(NC(=O)c2ccc(Cl)cc2)c1C(=O)O,-3.1,0.6,-0.3,i,5.0,6.0,-9.7,-3.9,0.0,0.5
O=C(Nc1nc2cc3c(cc2s1)OCCO3)C1=COCCO1,3.7,2.8,-2.9,i,-1.5,-4.1,3.4,-11.7,3.3,-1.0
COc1ccccc1C1CCN(Cc2cccc3ccccc23)CC1,-2.9,-1.6,-0.9,i,0.1,4.9,4.4,-3.0,-0.5,-3.9
CC(=O)N1CCOc2ccc(S(=O)(=O)N3CCC(C)CC3)cc21,-2.1,-1.1,-0.3,i,-0.4,-1.5,-5.5,-4.0,-0.3,0.0
CCN(CC(=O)Nc1ccccc1C(F)(F)F)C(=O)c1oc2c(Cl)cccc2c1C,1.0,4.1,-0.4,i,1.7,-11.0,-9.0,-1.1,0.4,-2.3

# Screening results deposited in PubChem BioAssay by several laboratories.
